Assay outcomes: PubChem BioAssay, several laboratories
LYP phosphatase: inhibitors of LYP phosphatase, biochemical, fluorescence intensity, uHTS (AID 1779); 0.054% of 290,000 active; recombinant LYP phosphatase, fluorescence intensity; higher % means a stronger effect; inhibition, % at 11.5 µM; hits with a dose series show IC50 in µM;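 further: plate controls were vehicle with enzyme for no effect and no enzyme for full effect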
Lipid droplet: modulators of hepatic lipid droplet formation; AML12 mouse hepatocytes, oleate lipid droplets, BODIPY imaging; inhibition, % at 6.5 µM; 0.4% of 240,000 active;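 active means lipid droplet intensity inhibited by at least 50%, with more than 500 cells counted; inconclusive means wells with under 300 cells, treated as cytotoxic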
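Test system: AML12 hepatocytes (mouse); reagent: oleate loading, 100 µM; dosing: one dose, 6.5 µM compound; incubation: overnight exposure; signal: fluorescence imaging, 20x objective, two fields per well; read-out basis: % inhibition of corrected integrated BODIPY droplet signal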
HIV peptide binding: inhibitors of HIV fusion peptide binding, primary screen, biochemical, uHTS, fluorescence dequenching (AID 1986). cell-free peptide binding, fluorescence dequenching, 30 min; higher % means a stronger effect. inhibition, % at 20 µM, or IC50 in µM where a hit was titrated. 0.3% of 290,000 active; in the data active means inhibition mostly above about 52%, no sharp cut-off; inactive means mostly below about 76%; further: some results filed as inactive read as strong as hits
HEK293 NOD2/NF-kB: NOD2 signaling inhibitors, cell-based, luminescence, uHTS, HEK293 (AID 1566). HEK293 NOD2/NF-kB luciferase reporter, luminescence; higher % means a stronger effect. one-dose inhibition, % at 4 µM; EC50 in µM for titrated hits. 0.63% of 290,000 active; further: many of its hits are not listed in these tables
Dengue-2 NS5 capping: flavivirus cap methylation enzyme inhibition – biochemical, confirmation dose response, primary screen (AID 588689); 0.3% of 340,000 active; Dengue-2 NS5 methyltransferase capping enzyme assay, biochemical; higher % means a stronger effect; inhibition, % at 25 µM, or IC50 in µM where a hit was titrated; in the data active means a potency from the dose series; inconclusive means inhibition above about 29% without an active follow-up result
Siah-1 displacement: blockers of Siah-1 interaction with plectin peptide – biochemical, fluorescence polarization, rhodamine-plectin, uHTS, primary screen (AID 1817); Siah-1 / rhodamine-plectin peptide fluorescence polarization; higher % means a stronger effect; displacement, % at 20 µM, or IC50 in µM where a hit was titrated; 0.02% of 290,000 active;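 active means displacement of at least 50% at 20 µM, with a fluorescence ratio check between 0.3 and a set limit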;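 further: plate controls were Siah plus tracer with DMSO for no effect and tracer alone without Siah for full effect; strong numbers were not always called active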
AID2073: disruptors of CaV2.2 binding to Mint1 – biochemical, HTRF (AID 2073) | HTRF protein-protein interaction, Mint1-CaV2.2; higher % means a stronger effect | 0.19% of 290,000 active | one-dose inhibition, % at 20 µM; IC50 in µM for titrated hits; in the data active means inhibition mostly above about 51%, no sharp cut-off; inconclusive means no clear call, values can overlap the other calls; inactive means mostly below about 53%; further: some results filed as inactive read as strong as hits
Myeloid diff 2: compounds promoting myeloid differentiation; ER-HoxA9 myeloid progenitors, lysozyme-GFP differentiation, flow cytometry; calls only at 10 µM; 1% of 360,000 active; AID 624256;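 active means normalized GFP-positive differentiation at or above the plate's own cutoff, the solvent-only control mean plus 3 SD; inconclusive means no clear call, values can overlap the other calls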;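 further: cells exposed to compound for four days before flow analysis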
XIAP antagonists: small molecules displacing peptide from XIAP – biochemical, IAP family, fluorescence polarization (AID 1018); XIAP BIR domain, fluorescence polarization peptide displacement; higher % means a stronger effect; displacement, % at 20 µM; hits with a dose series show IC50 in µM; 0.007% of 200,000 active; in the data active means displacement above about 50%; further: a part of the inactive calls stands beside numbers as strong as those of hits
Lipid droplet cells 6.5 µM: also measured in Lipid droplet; calls as there; cell count; measured here: cell count, cytotoxicity flag;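 cells counted across two imaged fields per well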
Dengue-2 NS5 capping pilot replicate: recorded beside Dengue-2 NS5 capping, whose call it bears; inhibition, %; measured here: pilot screen replicate inhibition
Myeloid diff 2 GFP+ MAC1+ %: recorded beside Myeloid diff 2, whose call it bears; GFP+ MAC1+ double positive, %; measured here: differentiation confirmed by MAC1 staining
Active calls of the source: *; i = inactive; ? = inconclusive; . = not tested or not shown. Unless noted, no stated cut-off is given here; in the data, active means inhibition above about 50%; inactive means the rest.

SMILES	LYP phosphatase	Lipid droplet	Lipid droplet cells 6.5 µM	HIV peptide binding	HEK293 NOD2/NF-kB	Dengue-2 NS5 capping	Siah-1 displacement	AID2073	Myeloid diff 2	Myeloid diff 2 GFP+ MAC1+ %	XIAP antagonists	others
O=C(NCCC1=CCCCC1)c1ccc(Cl)c(S(=O)(=O)Nc2ccccc2)c1	0%	2	665	0.4%	19%	0%	-2%	11%	i	3.1	-6.2%
O=C(COc1ccc(S(=O)(=O)N2CCCC2)cc1)N1CCCC1	-12%	17	773	-1.5%	4%	7%	-8%	11%	i	0.8	.
Cn1cnnc1SCNC(=O)C(F)(F)F	-8%	.	.	27%	8%	-2%	1%	-7%	i	6.5	-6.0%
Cc1ccc(C)c(S(=O)(=O)N2CCC(c3nc4c(nnn4Cc4ccc5c(c4)OCCO5)c(=O)[nH]3)CC2)c1	-2%	12	695	-0.5%	24%	-11%	-3%	24%	i	1.6	.
Cc1ccc(C(=O)c2cncc(Br)c2)cc1	-5%	-15	734	-0.8%	27%	5%	0%	2%	i	0.5	-7.9%
CCOC(=O)/C(N=Nc1c(C)n(C)n(-c2ccccc2)c1=O)=C(/O)c1ccccc1	2%	0	688	0.2%	14%	2%	-4%	2%	i	0.1	-3.9%
Cc1c(C#N)c(N=CN(C)C)c(C(=O)c2ccc(Br)cc2)n1-c1ccc(Cl)cc1	-1%	6	755	-1.1%	23%	1%	-6%	4%	i	0.4	-12%
COC(=O)c1cc(CNC(=O)Cc2ccsc2)ccc1OC	-10%	8	661	-0.5%	-194%	-3%	12%	-1%	i	1.6	.
C=C(c1ccc(OCCO)cc1)c1ccc(OCCO)cc1	2%	-4	801	1.1%	-18%	-10%	1%	-8%	i	0.6	-3.0%
Cn1cc(C2N3CC4(C)CN2CC(C)(C3)C4=O)c2ccccc21 (configuration not stated)	-5%	-1	768	-1.3%	16%	-2%	-1%	-4%	i	0.8	-2.1%
CCCSc1nc2c(cnn2-c2ccc(Cl)cc2)c(=O)[nH]1	-1%	.	.	-1.5%	0%	1%	0%	20%	i	1.4	8.8%
CCN1C(=O)/C(=C\N2CCCc3ccccc32)SC1=S	2%	7	749	3.7%	-37%	1%	2%	-1%	i	0.6	-1.2%
COc1ccc(S(=O)(=O)NCc2ccc(C(=O)NCCCN3CC(C)CC(C)C3)cc2)cc1 (configuration not stated)	-13%	-63	710	-0.5%	18%	-10%	-3%	2%	i	3.1	.
CCc1ccc(NC(=O)c2ccc(NC(=O)C3CCCO3)cc2)cc1 (configuration not stated)	-6%	-2	678	1.2%	13%	-2%	4%	-1%	i	0.4	.
Cc1ccc(C(=O)NCCc2ccc(S(N)(=O)=O)cc2)o1	-5%	7	690	0.8%	9%	1%	10%	-4%	i	0.1	-5.6%
CCC(C)(C)NC(=O)C(c1ccc(C)cc1)N(CCN1CCOCC1)C(=O)CNC(=O)c1cccs1 (configuration not stated)	-4%	2	727	0.4%	12%	5%	6%	40%	i	0.4	-5.0%
Cc1ccc2c(C)c(C(=O)Nc3nnc(C)s3)oc2c1	-8%	.	.	2.8%	4%	-5%	0%	8%	i	0.8	-1.0%
CCn1cc(C(=O)NCCCOC)c2cc(OC)c(OC)cc2c1=O	1%	-6	659	2.7%	-11%	3%	-1%	2%	i	1.1	-4.2%
CC(C)NCC(=O)NC12CC3CC(CC(C3)C1)C2	-8%	-4	793	1.2%	-22%	1%	-4%	0%	i	0.8	-4.7%
Cc1ccc(C2=NN(S(=O)(=O)c3ccccc3)C(c3ccccc3O)C2)cc1 (configuration not stated)	11%	8	675	2.4%	0%	19%	7%	8%	i	0.1	-72%
CC(=O)c1cccc(NC(=O)Nc2cnn(Cc3ccc(Cl)cc3Cl)c2)c1	3%	6	764	17%	6%	-5%	1%	24%	i	1.1	-3.8%	Dengue-2 NS5 capping pilot replicate=-1.8
CCOc1ccc2nc(SCC(=O)NC3CCCc4ccccc43)sc2c1 (configuration not stated)	2%	8	626	2.3%	-25%	-9%	20%	2%	i	0.1	2.9%
Cc1ccc2[nH]c3c(=O)n(CCN4CCOCC4)cnc3c2c1	-1%	.	.	-1.4%	-21%	-1%	0%	0%	i	0.4	-11%
CC(=O)NC1=NN(C(C)=O)C(C)(CC(=O)OC(C)(C)C)S1 (configuration not stated)	0%	8	713	1.4%	6%	3%	4%	8%	i	0.4	-8.0%
CC(=O)N(C1=C(Cl)C(=O)c2ccccc2C1=O)C1CCCCC1	-2%	-1	668	-1.9%	10%	38µM*	17%	3.6µM*	i	0.8	.
Cc1cc([N+](=O)[O-])ccc1NC1CCCC1	8%	5	646	0.3%	-13%	1%	-5%	1%	i	0.5	-3.5%
CCO/C=C1\C(=O)N(c2ccccc2)C(=O)c2ccccc21	-12%	.	.	-1.5%	-5%	-2%	1%	-2%	i	6.0	2.9%
CCOc1ccc(C(=O)C(C)OC(=O)Cn2[nH]c(=O)c3ccccc3c2=O)cc1 (configuration not stated)	-3%	-6	654	-0.4%	-4%	11%	-1%	1%	i	0.9	.
COC(=O)CCC(=O)NNC(=O)c1ccc(Br)cc1	-4%	.	.	-3.3%	17%	-11%	-6%	-2%	i	0.3	-4.7%
CC(=O)c1ccc(N2CCN(S(=O)(=O)c3ccc4c5c3CC(=O)N5CC(C)S4)CC2)cc1 (configuration not stated)	-3%	-5	783	-0.1%	47%	11%	-5%	16%	i	3.6	.
CC(=O)c1cc2c(cc1NC(=O)c1cc3nc(C(C)C)cc(C(F)(F)F)n3n1)OCO2	1%	.	.	-2.5%	28%	1%	-2%	7%	i	0.3	-5.1%
COc1cccc(NS(=O)(=O)c2ccc3c(c2)N(C(C)=O)CCS3)c1	-6%	0	707	0.0%	45%	-7%	3%	36%	i	2.8	.
CSc1ccc(CN2CCN(Cc3ccc([N+](=O)[O-])cc3)CC2)cc1	-7%	-1	688	-1.9%	23%	2%	3%	-5%	i	0.6	-2.6%
CCN(CC)/C(Sc1ccccc1)=C(\C(Cl)=C(Cl)Cl)[N+](=O)[O-]	-1%	-57	674	3.8%	9%	0%	2%	6%	i	1.8	-7.0%
CCOc1ccc(NC(=S)c2ccc3ccccc3n2)cc1	-7%	10	720	-1.7%	-4%	-5%	-2%	-15%	i	5.2	.
Cc1noc2ncnc(Sc3ccccc3Cl)c12	-1%	-20	719	-1.8%	-37%	-16%	-5%	-3%	?	.	-8.2%
Cc1ccccc1S(=O)(=O)Oc1ccc2ccc(O)cc2c1	-10%	-2	839	3.3%	-25%	9%	1%	4%	i	0.5	.
CC1(C)CC(=O)c2cnc(NCC3CCCO3)nc2C1 (configuration not stated)	1%	1	695	-2.3%	3%	0%	3%	4%	i	0.7	-3.7%
COc1ccc(-c2noc(CCCOc3ccc(Cl)cc3Cl)n2)cc1	-6%	.	.	-0.9%	-1%	-2%	0%	5%	i	0.0	-1.1%
Nc1ccc2nc(-c3cccs3)[nH]c2c1	-17%	-6	773	-2.2%	-9%	1%	15%	?	i	2.0	-0.9%
Cc1ccsc1C(=O)NNC(=S)NC1CCCCC1	0%	-24	731	-1.2%	-5%	5%	-2%	-33%	i	1.2	.
COc1cccc2c1cc1c(=O)n(CC(=O)NCCCN3CCN(C)CC3)nc(C)n12	-18%	21	681	-0.7%	11%	-11%	9%	10%	i	4.9	.
O=C(NCc1ccc(F)cc1)c1ccc(CS(=O)(=O)c2ccc(Br)cc2)o1	-3%	3	689	-0.3%	17%	2%	3%	0%	i	0.5	.

Some of these compounds in order of SMILES length, largest number first:
SMILES	LYP phosphatase	Lipid droplet	Lipid droplet cells 6.5 µM	HIV peptide binding	HEK293 NOD2/NF-kB	Dengue-2 NS5 capping	Siah-1 displacement	AID2073	Myeloid diff 2	Myeloid diff 2 GFP+ MAC1+ %	XIAP antagonists	others
CCOc1ccc(C(=O)C(C)OC(=O)Cn2[nH]c(=O)c3ccccc3c2=O)cc1 (configuration not stated)	-3%	-6	654	-0.4%	-4%	11%	-1%	1%	i	0.9	.
COc1cccc2c1cc1c(=O)n(CC(=O)NCCCN3CCN(C)CC3)nc(C)n12	-18%	21	681	-0.7%	11%	-11%	9%	10%	i	4.9	.
O=C(NCCC1=CCCCC1)c1ccc(Cl)c(S(=O)(=O)Nc2ccccc2)c1	0%	2	665	0.4%	19%	0%	-2%	11%	i	3.1	-6.2%
CC(=O)c1cccc(NC(=O)Nc2cnn(Cc3ccc(Cl)cc3Cl)c2)c1	3%	6	764	17%	6%	-5%	1%	24%	i	1.1	-3.8%	Dengue-2 NS5 capping pilot replicate=-1.8
COc1ccc(-c2noc(CCCOc3ccc(Cl)cc3Cl)n2)cc1	-6%	.	.	-0.9%	-1%	-2%	0%	5%	i	0.0	-1.1%
CCCSc1nc2c(cnn2-c2ccc(Cl)cc2)c(=O)[nH]1	-1%	.	.	-1.5%	0%	1%	0%	20%	i	1.4	8.8%
Cc1ccc(C(=O)NCCc2ccc(S(N)(=O)=O)cc2)o1	-5%	7	690	0.8%	9%	1%	10%	-4%	i	0.1	-5.6%
CCN1C(=O)/C(=C\N2CCCc3ccccc32)SC1=S	2%	7	749	3.7%	-37%	1%	2%	-1%	i	0.6	-1.2%
COC(=O)CCC(=O)NNC(=O)c1ccc(Br)cc1	-4%	.	.	-3.3%	17%	-11%	-6%	-2%	i	0.3	-4.7%
Cc1ccsc1C(=O)NNC(=S)NC1CCCCC1	0%	-24	731	-1.2%	-5%	5%	-2%	-33%	i	1.2	.
Cc1noc2ncnc(Sc3ccccc3Cl)c12	-1%	-20	719	-1.8%	-37%	-16%	-5%	-3%	?	.	-8.2%
Cn1cnnc1SCNC(=O)C(F)(F)F	-8%	.	.	27%	8%	-2%	1%	-7%	i	6.5	-6.0%

Two entries picked at random from the list so far:
SMILES	LYP phosphatase	Lipid droplet	Lipid droplet cells 6.5 µM	HIV peptide binding	HEK293 NOD2/NF-kB	Dengue-2 NS5 capping	Siah-1 displacement	AID2073	Myeloid diff 2	Myeloid diff 2 GFP+ MAC1+ %	XIAP antagonists	others
CCO/C=C1\C(=O)N(c2ccccc2)C(=O)c2ccccc21	-12%	.	.	-1.5%	-5%	-2%	1%	-2%	i	6.0	2.9%
COc1ccc(-c2noc(CCCOc3ccc(Cl)cc3Cl)n2)cc1	-6%	.	.	-0.9%	-1%	-2%	0%	5%	i	0.0	-1.1%

This is a subset; count on the stated rates, not on these rows.
